# Screening data: PubChem, National Center for Advancing Translational Sciences (NCATS)
# TDP-43 yeast inh: inhibitors of TDP-43 toxicity in yeast. TDP-43 expressing yeast growth rescue, BacTiter-Glo, 24 h. Potency, µM (series often up to 46.1 µM), for the others: top-dose growth rescue (activation), most hits filed as activators. 410,000 tested, 1.8% active; further: potency means the concentration at half of the fitted maximal effect; % of control where 0% means no effect; nearly all actives have a fitted effect of over 50% in size
#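 In this qHTS, compounds that restore growth of yeast expressing TDP-43 appear as activators. Cells (OD600=0.02, galactose medium, raffinose-pregrown) are incubated with compound 24 hr at 30 deg C and growth is quantified by BacTiter-Glo.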
# GLP-1R inv ag: GLP-1 receptor (human) inverse agonism; HEK293 GLP-1R CRE-luciferase, luminescence, 24 h; GLP-1R form is constitutively active; Potency, µM (highest dose often 38.3 µM), for the others: at the top dose activity change, negative = inhibition, hits mostly inhibitors; P43220; 410,000 tested, 1.6% active; AID 624417; further: potency means the concentration at half of the fitted maximal effect; on the % scale 0 is the no-effect control and ±100 the full control effect; nearly all actives have a fitted effect of over 55% in size
#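 Stable HEK293 clone (constitutively active GLP-1R + cAMP-response luciferase); 200 cells/uL plated, 12 h pre-culture, compound 24 hr, 37 deg C/5% CO2; detection reagent 12 min RT; luminescence.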
# KB-V1 cytotox: kills drug-selected multidrug resistant KB-V1 cells; 400,000 tested, 3.4% active; KB-V1 MDR cells viability, CellTiter-Glo, 72 h; Potency, µM (titrated, usually from 46.1 µM), without a hit: top-dose activity change, negative = cytotoxicity, actives largely listed as cytotoxic; further: potency means the concentration at half of the fitted maximal effect; on the % scale 0 is the no-effect control and ±100 the full control effect; nearly all actives have a fitted effect of over 60% in size
#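 Cytotoxicity toward P-gp-expressing KB-V1 cells was determined as loss of CellTiter-Glo luminescence after 72 h at 37 degrees C. Compounds were tested in quantitative HTS format across a concentration range, with curves fitted to normalized data.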
# GLP1R ag: agonists of human GLP-1 receptor | P43220 | HEK293 GLP-1R CRE-luciferase, luminescence, 4-6 h; cells express a hypersensitive GLP-1R form | Potency, µM (doses to about 45.6 µM), for inactives: at the highest dose activation, actives largely listed as activators | 380,000 tested, 0.007% active | AID 624172; further: potency means the concentration at half of the fitted maximal effect; % of control where 0% means no effect
# aSyn yeast inh: inhibitors of alpha-synuclein toxicity in yeast; Yeast expressing alpha-synuclein, growth rescue, BacTiter-Glo, 24 h; Potency, µM (highest dose often 46.1 µM), for the others: at the highest dose growth rescue (activation), usual class: activators; 370,000 tested, 0.14% active; further: potency means the concentration at half of the fitted maximal effect; % of control where 0% means no effect; nearly all actives have a fitted effect of over 65% in size
#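 Screening used galactose-induced yeast with toxic alpha-synuclein levels, exposed to compound for 24 hr at 30 deg C. Cell growth, read with BacTiter-Glo luminescence, gave the measured signal.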
# D3 ag: agonists of human D3 dopamine receptor. D3R DiscoveRx beta-arrestin cells, luminescence, 90 min. 410,000 tested, 0.58% active. max activation, %. AID 652048; in the data active means max activation above about 30%; further: 0% is about no effect; mostly tested at two doses, the higher about 12 µM
# Target sequence (P35462 whole entry, looked up): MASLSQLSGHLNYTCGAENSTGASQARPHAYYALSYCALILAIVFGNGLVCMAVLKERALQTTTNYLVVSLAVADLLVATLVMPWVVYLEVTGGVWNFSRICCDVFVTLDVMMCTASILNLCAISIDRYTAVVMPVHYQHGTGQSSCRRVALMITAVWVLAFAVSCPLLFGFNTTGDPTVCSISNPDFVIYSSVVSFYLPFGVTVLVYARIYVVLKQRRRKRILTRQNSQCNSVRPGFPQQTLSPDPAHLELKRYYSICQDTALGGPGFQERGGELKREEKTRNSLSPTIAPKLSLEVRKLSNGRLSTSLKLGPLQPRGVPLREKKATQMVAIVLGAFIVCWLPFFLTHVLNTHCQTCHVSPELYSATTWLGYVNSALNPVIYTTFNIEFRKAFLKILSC
#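 Agonist mode: compounds and dopamine controls were applied to plated cells for 90 min at 37 degrees C after an overnight attachment at 1500 cells/well. Luminescent read-out followed 30 - 60 minutes at room temperature with DiscoveRx detection reagent.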
# PTHR1 agonist: PTHR1 (human) receptor agonism; HEK293 GP2 PTHR1 cells, GloSensor cAMP luminescence, 1 h; Potency, µM (series often up to 115 µM), inactives show top-dose activation, actives largely listed as activators; 410,000 tested, 0.075% active; AID 743266; Q03431; further: potency means the concentration at half of the fitted maximal effect; nearly all actives have a fitted effect of over 55% in size; some results filed as inactive show a strong effect at the top dose; inactives centre near -15; many of its hits are not listed in these tables
# Target sequence (Q03431 whole entry, looked up): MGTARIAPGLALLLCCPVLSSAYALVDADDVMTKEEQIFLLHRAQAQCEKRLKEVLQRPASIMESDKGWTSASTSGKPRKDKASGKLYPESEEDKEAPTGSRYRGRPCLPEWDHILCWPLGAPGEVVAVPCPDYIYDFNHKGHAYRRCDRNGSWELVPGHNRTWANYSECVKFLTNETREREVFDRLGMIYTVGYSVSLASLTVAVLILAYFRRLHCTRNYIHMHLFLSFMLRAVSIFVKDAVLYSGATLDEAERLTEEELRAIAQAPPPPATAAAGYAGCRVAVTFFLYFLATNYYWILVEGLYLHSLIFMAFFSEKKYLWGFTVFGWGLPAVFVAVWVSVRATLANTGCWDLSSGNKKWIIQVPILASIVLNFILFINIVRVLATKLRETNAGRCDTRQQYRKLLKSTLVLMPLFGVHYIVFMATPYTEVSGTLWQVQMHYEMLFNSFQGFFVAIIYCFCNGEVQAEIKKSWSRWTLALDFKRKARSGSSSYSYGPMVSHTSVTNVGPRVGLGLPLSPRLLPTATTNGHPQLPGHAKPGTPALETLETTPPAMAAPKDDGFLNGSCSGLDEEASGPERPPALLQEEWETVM
#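 HEK-293-derived GP2 cells expressing PTHR1 and a GloSensor cAMP reporter, 3,000/well, plated overnight, given luciferin plus IBMX (each 0.5 mM as added) for 1 h at 37 °C, then compound for 1 h at 37 °C. Luminescence was read after 15 min at room temperature.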
# D3 antag: D3 dopamine receptor (human) antagonism | P35462 | D3R cells, DiscoveRx beta-arrestin luminescence, antagonist mode; stronger effect = lower value | max response, negative = inhibition, % | 360,000 tested, 2.5% active; in the data active means max response below about -50%; inconclusive means no clear call, values can overlap the other calls; further: on the % scale 0 is the no-effect control and ±100 the full control effect; mostly tested at two doses, the higher about 12 µM
#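 Cells plated overnight at 1500 cells/well, then exposed to library compounds with dopamine controls for 90 minutes at 37 degrees C. DiscoveRx reagent added for 30–60 minutes at room temperature; luminescence read, quantitative HTS format.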
# HEK293 tox: cytotoxicity in counter-screen for GLP-1R inverse agonists; HEK293 cAMP-luciferase reporter cells, luminescence, 24 h; Potency, µM (series often up to 38.3 µM), inactives show at the highest dose activity change, negative = inhibition, hits mostly inhibitors; 410,000 tested, 0.13% active; AID 624418;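 further: loss of luciferase light is scored as toxicity; potency means the concentration at half of the fitted maximal effect; on the % scale 0 is the no-effect control and ±100 the full control effect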
#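 To flag toxic compounds, the library was rerun on cells for 24 hr at 37 deg C and 5% CO2. Viability-linked luminescence was captured 12 min after adding luciferase detection reagent.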
# The depositor's hits bear a star; i = inactive; ? = inconclusive; . = no result given; [ ] = remark or other dose. Unless noted, the call rests on the fitted dose curve; in most records, active means well fitted curve in the direction sought with a large enough effect; inconclusive means small, poorly fitted or top-dose-only effect, or another doubt; inactive means no such curve, though single readings can be large; an effect the other way counts as inactive or inconclusive. Some of the compounds tested; rates above refer to the full screens.
# Values in the order – TDP-43 yeast inh, GLP-1R inv ag, KB-V1 cytotox, GLP1R ag, aSyn yeast inh, D3 ag, PTHR1 agonist, D3 antag, HEK293 tox
CCCCNC(=O)C1(C)CCN1C(=O)c1ccncc1 (stereo not given)
→ 13%, 10%, 4%, -5%, 1%, -6, i, -18, 4%
COc1ccc(NC(=O)Nc2sc(=S)n(C)c2C)cc1
→ 10%, ?, 7%, 3%, -12%, -14, -8%, -16, ?
Cc1cc(C)n2nc(SCCCC(=O)c3ccc(F)cc3)nc2n1
→ 18%[9.22 µM], 2%, ?, 9%, 8%, 10, i, 7, -3%
CC(C)N1CCN(Cc2nc3c(s2)CCCC3)CC1CCO (stereo not given)
→ 5%, 1%[7.66 µM], -20%, 0%, -2%, 0, 7%, -1, 8%[7.66 µM]
COc1ccc(CC(=O)Nc2ccccc2NC(=O)c2ccco2)cc1OC
→ -15%, 1%, -6%, 4%, -5%, -1, i, 4, 4%
Fc1ccccc1N1CCN(Cc2nnc(-c3ccc4c(c3)OCO4)o2)CC1
→ ?, -2%, 8%, ., ., 14, -17%, ., -4%
CCOc1ccc(CN2CCc3nc(N4CCN(c5ncccn5)CC4)ncc3C2)cc1OC
→ 13%, -19%, 0%, ., ., 5, -9%, ., -1%
C#CCOCCOCCOCCNc1nc(N2CCN(C(=O)[C@H](CCCCN)n3cc([C@@H](N)CO)nn3)CC2)nc(N2CCN(C(=O)[C@H](CCCCN)n3cc([C@@H](N)CC(C)C)nn3)CC2)n1
→ 17%, -3%, -16%, 0%, 0%, -7, -22%, -22, 18%
CC(=O)c1ccc(NC(=O)Cn2cnc(S(=O)(=O)N3CCc4ccccc43)c2)cc1
→ -17%, 5%, 24%, -3%, -2%, -15, -27%, -13, 2%
COc1cccc(N/C=C/C(=O)c2ccc(OC)c(OC)c2)c1
→ 2%, 26%, ?, 15%, ?, 0, -20%, 29, -6%
CSCCC(NC(=O)c1ccco1)C(=O)NCC(c1ccco1)N1CCCCC1 (stereo not given)
→ -6%, 3%, -27%, -2%, -4%, -6, -35%[inhibitor], 19, 4%
CCOC(=O)N1CCN(C(=O)c2ccc(N3CC4CC(C3)c3cccc(=O)n3C4)c(NC(=O)c3ccc(F)cc3)c2)CC1 (stereo not given)
→ -2%, 18%, ?, -2%, -6%, 1, i, -1, -13%
Cc1ccc(C(=O)Nc2ccc3c(c2)OCCO3)cc1S(=O)(=O)N1CCOCC1
→ -8%, -5%, -11%, 4%, -9%, -4, -4%, 16, -6%
NS(=O)(=O)c1ccc(CCNc2nc(CN3CCOCC3)nc3sc4c(c23)CCC4)cc1
→ 9%, 0%, 5%, 7%, -3%, -13, -33%, -8, 15%
CCCc1cnc(N2CCN(C(=O)c3ccc(OC)cc3)CC2)nc1
→ ?, ?, ?, 5%, 5%, 3, -24%, 11, -2%
O=C(Nc1cccc(F)c1)N1CCC(c2ccccc2)CC1
→ 23%, ?, -6%, 6%, 4%, -4, -3%, -14, 0%
O=C(CN1C(=O)CCSc2ccccc21)Nc1cccc(F)c1
→ -10%, 0%, -14%, -12%, 6%, -2, -7%[57.5 µM], -12, -10%
COc1cc(CNc2ccc3c(c2)OCCO3)ccc1OCC(N)=O
→ -12%[1.82 µM], 19%, ?, 22%, 3%, 13, i, ?, 0%
Cc1ccc(NC(=O)NN2CCOCC2)cc1
→ 11%, 10%, -2%, 0%, -2%, 4, -12%, 23, 10%
Cc1ncc([N+](=O)[O-])n1CC(=O)NCCc1ccccc1
→ 10%, 18%, 24%, 0%, 2%, 1, i, 14, 1%
COC(=O)c1[nH]c2cc(OC)ccc2c1NC(=O)CCN1CCCCC1
→ -1%, 13%, 7%, 5%, 1%, -31, -10%, 12, 3%
CC(=O)Nc1ccc(NC(=O)CCC(=O)OCC(=O)c2cccc([N+](=O)[O-])c2)cc1
→ 11%, 4%, 3%, -5%, 1%, -6, i, -18, 5%
Cc1ccccc1OCC(=O)NNC(=O)Nc1ccc(Cl)cc1
→ 7%, ?, 5.2µM*, -11%, 3%, -1, i, -29, -32%
Cc1cc2c(n1-c1ccc(C(=O)NCC(C)c3ccccc3)cc1)CCCC2 (stereo not given)
→ 16%, 2%, ?, ., ., 3, i, ., -14%
COc1ccc(CNC(=O)C(C#N)c2nc3ccccc3nc2N2CCN(C)CC2)cc1 (stereo not given)
→ -7%, 0%, -13%, 13%, -7%, -13, -15%[57.5 µM], ?, 12%
O=C(CN1CCN(Cc2ccccc2)CC1)Nc1ccc(-n2cnnn2)cc1
→ 13%, 14%, -2%, 7%, 1%, -11, i, 1, 0%
O=C(CCn1nnc2ccccc21)Nc1nnc(Cc2ccc(F)cc2)s1
→ -6%, 8%, -4%, 2%, -2%, -3, -29%, -9, -1%
CCN(CC)C(=O)CSC1=Nc2ccccc2C2=NC(c3ccccc3)C(=O)N12 (stereo not given)
→ -22%, 0%, -14%, 4%, 5%, 0, 3%, -62*, 6%
Cc1ccc(/C=N/NC(=S)NCCc2ccccc2)s1
→ -3%, -10%, -16%, 4%, -6%, -3, -15%, -21, 0%
Cc1ccc(-c2nnc(-c3ccccc3)o2)cc1Br
→ 9%, 6%, -7%, -7%, 2%, 7, -21%[57.5 µM], 4, -11%

# Continued; it opens with the 3 that closed the last part.
# Values in the order – TDP-43 yeast inh, GLP-1R inv ag, KB-V1 cytotox, GLP1R ag, aSyn yeast inh, D3 ag, PTHR1 agonist, D3 antag, HEK293 tox
CCN(CC)C(=O)CSC1=Nc2ccccc2C2=NC(c3ccccc3)C(=O)N12 (stereo not given)
→ -22%, 0%, -14%, 4%, 5%, 0, 3%, -62*, 6%
Cc1ccc(/C=N/NC(=S)NCCc2ccccc2)s1
→ -3%, -10%, -16%, 4%, -6%, -3, -15%, -21, 0%
Cc1ccc(-c2nnc(-c3ccccc3)o2)cc1Br
→ 9%, 6%, -7%, -7%, 2%, 7, -21%[57.5 µM], 4, -11%
CC(=O)OCC12COC3c4ccccc4OC(C)(CC1C)C3C2C (stereo not given)
→ 23%, -21%, -20%, 2%, 3%, 1, i, -12, 8%
O=C(C[n+]1cc2ccccc2c2ccccc21)c1ccccc1
→ -13%, ?, 0%, -4%, 0%, -10, -24%[57.5 µM], 44, ?
COc1ccccc1NC(=O)COC(=O)c1ccc(S(=O)(=O)NCc2ccco2)cc1
→ 10%, -6%, 0%, -5%, -3%, -7, -66%[inhibitor], 0, -20%
OCc1ccccc1OCCCOc1cccc2cccnc12
→ -11%, 5%, ?, 4%, 7%, 5, -44%[inhibitor], 4, -3%
O=c1[nH]c2cc(Cl)c([N+](=O)[O-])nc2[nH]1
→ -29%, 46%[activator], 0%, 0%, -2%, -7, ?, ?, -18%
Cc1ccc(C(C(=O)NC(C)(C)C)N(C(=O)c2csnn2)C2CC2)cc1 (stereo not given)
→ 0%, -6%, -23%, -8%, -9%, 1, i, -7, -3%
O=C(CN1CCNCC1)Nc1ccccc1Cl
→ 14%, -18%, -12%, 3%, 0%, 1, -11%[57.5 µM], -13, -11%
CC(C)CCN(CC(=O)NC(C)(C)C)C(=O)C(=O)Nc1ccc2c(c1)OCCO2
→ 0%[9.22 µM], ?, 0%, 1%, -6%, -13, i, -12, -9%
Cn1ncnc1SCc1cn2cccnc2n1
→ 0%, 1%, 17%, 0%, 1%, 22, -13%, 8, 10%
O=C(CN(C(=O)C1COc2ccccc2O1)c1ccccc1)NCC1CCCO1 (stereo not given)
→ -3%, -24%, ?, -2%, -9%, 7, i, 13, -11%
CC(=O)Nc1nonc1-c1nnc(SCC(=O)Nc2cccc(F)c2)n1-c1ccccc1
→ 0%[9.22 µM], 7%, -16%, ., ., 1, i, ., -6%
CCc1ccc(C(C)NC(=O)/C(C#N)=C\c2cn[nH]c2-c2ccccc2)cc1 (stereo not given)
→ -20%, -17%, -23%, 1%, -4%, -2, i, 21, -19%
Cc1nnc(SCc2ccc(Cl)cc2)c2cc3occc3n12
→ 22%[9.22 µM], 15%, -18%, ., ., 0, -42%[inhibitor], ., 0%
COc1ccc(CCNC(=O)C(=O)NCCOc2ccccc2)cc1OC
→ 29%, 0%, 10%, 6%, -7%, 0, -28%, 1, -5%
CC(=O)c1cccc(NC(=S)NC(=O)Cc2ccccc2)c1
→ 12%, -11%, -4%, 24%, 1%, -5, -23%, -5, -4%
O=C(C[n+]1ccc(C(=O)c2ccccc2)cc1)Nc1ccc(C(F)(F)F)cc1
→ -9%, ?, -22%, 5%, -1%, -13, -7%, -11, -22%
CCOC(=O)c1c(NC(=O)C2C3C=CC(C3)C2C(=O)O)sc2c1CC(C)(C)OC2 (stereo not given)
→ -22%, -6%, -4%, 1%, 0%, 3, -30%[inhibitor], 6, -4%
O=C(N[C@H]1C/C=C\C[C@@H](CC(=O)N(CCO)Cc2ccccc2)C(=O)N[C@H](Cc2c[nH]c3ccccc23)COC1=O)OCC1c2ccccc2-c2ccccc21
→ 24%, -6%, -3%, 3%, -4%, -5, -11%, 1, 4%
CCc1ccc(Nc2n[n+](-c3ccccc3)c(-c3ccc(OC)c(Br)c3)s2)cc1
→ -32%[inhibitor], -17%, 0%, -1%, 1%, -34, -15%, -22, -25%
CCCOC(=O)C1=C(C)NC2=C(C(=O)C(C(=O)OC)C(C)C2)C1c1ccc(N(C)C)cc1 (stereo not given)
→ 19%, 2%, -26%, 9%, -1%, -2, -5%[57.5 µM], -4, 6%
